HTR5A inv ag: counter-screen for OPRM1-OPRD1 inverse agonists: human HTR5A inverse agonism. P47898. HTR5A cell line, luminescence. inhibition, % at 9.3 µM. 340,000 compounds, 0.083% hits; in the data active = inhibition mostly above about 23%, no sharp cut-off; inactive = mostly below about 18%;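 also: 0% = cells with DMSO and 100% = no-cell wells with DMSO; some compounds called inactive have numbers as strong as hits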
PKA-R2B act: activates the human PKA-R2B holoenzyme complex. AID 504700. 340,000 compounds, 0.079% hits. P22694+P31323. PKA-R2B holoenzyme dissociation, Cy5-IP20 fluorescence polarization; R2B truncated from residue 108, S112A mutant; 0% DMSO only, 100% 113 µM cGMP. activation, % at 11.4 µM;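 active = activation above a cutoff set at the mean over all compounds plus 3 SD, cut at about 18% in these data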;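 also: higher means more holoenzyme dissociation and a rise in polarization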
V-ATPase pHluor: yeast V-ATPase proton transport regulation by pHLuorin | S. cerevisiae, pHLuorin cytosolic pH fluorescence | response, % at 10 µM | 350,000 compounds, 0.37% hits | AID 504577; in the data active = response mostly above about 7.3%, no sharp cut-off; inactive = mostly below about 5.4%; also: actives read high; inactives centre near 0; some compounds called inactive have numbers as strong as hits; reference of the scale not given here
Arrestin-AP2 inh: inhibitors of human beta-arrestin and AP2 interaction | 340,000 compounds, 0.31% hits | inhibition, % at 10 µM | FITC-arrestin peptide / GST-AP2 beads, flow cytometry; AP2 beta2 appendage carries R879A mutation;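 active = inhibition above a set limit, near 3 SD of compounds lacking own fluorescence, cut at about 54% in these data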;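 also: plate controls were DMSO wells for no effect and 5 µM unlabelled arrestin peptide for full effect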
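system = GST-tagged AP2 beta2-adaptin appendage (R879A) on 4 µm glutathione beads | reagent = FITC-labelled arrestin peptide probe, 50 nM final | schedule = compound with beads 12 min RT, then probe 1 h RT | signal = HyperCyt-sampled flow cytometry, FL1 channel, ex 488/em 535 nm | read-out = percent response from loss of bead-bound FITC fluorescence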
DAGLB inhibitor: diacylglycerol lipase beta (human) inhibition; HEK293T DAGLB membrane lysate, EnzChek fluorogenic substrate; 340,000 compounds, 0.059% hits; inhibition, % at 5.17 µM; in the data active = inhibition above about 34%;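 also: 0% = enzyme with vehicle and 100% = wells lacking enzyme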
HTR5A ag: counter-screen for OPRM1-OPRD1 agonists: human HTR5A agonism. P47898. HTR5A agonist assay, luminescence, cell-based. activation, % at 9.3 µM. 340,000 compounds, 0.61% hits; in the data active = activation mostly above about 9.5%, no sharp cut-off; inactive = mostly below about 7.6%;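 also: 0% = cells with vehicle only and 100% = reference agonist; strong numbers were not always called active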
OPRM1-OPRD1 inv: inverse agonist of human OPRM1-OPRD1 heterodimerization; P35372+P41143; 340,000 compounds, 0.21% hits; inhibition, % at 9.3 µM; cell-based MOR-DOR heterodimer luminescence, inverse agonism; in the data active = inhibition above about 22%, passing the limit was not always enough;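 also: 0% = cells with DMSO and 100% = wells without cells with DMSO; values of inactives mirror those of a sister screen read the other way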
Target sequence (P35372 whole entry, looked up): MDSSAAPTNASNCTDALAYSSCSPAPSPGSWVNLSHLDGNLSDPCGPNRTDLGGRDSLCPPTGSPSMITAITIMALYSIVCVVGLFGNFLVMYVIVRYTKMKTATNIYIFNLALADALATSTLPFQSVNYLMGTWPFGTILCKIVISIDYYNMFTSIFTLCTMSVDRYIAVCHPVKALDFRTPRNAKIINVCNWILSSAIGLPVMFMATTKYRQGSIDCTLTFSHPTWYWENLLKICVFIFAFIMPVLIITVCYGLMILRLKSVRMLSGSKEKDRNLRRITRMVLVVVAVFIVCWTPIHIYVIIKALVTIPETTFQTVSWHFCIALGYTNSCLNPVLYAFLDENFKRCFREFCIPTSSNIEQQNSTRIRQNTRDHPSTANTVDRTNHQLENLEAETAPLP
Target sequence (P41143 whole entry, looked up): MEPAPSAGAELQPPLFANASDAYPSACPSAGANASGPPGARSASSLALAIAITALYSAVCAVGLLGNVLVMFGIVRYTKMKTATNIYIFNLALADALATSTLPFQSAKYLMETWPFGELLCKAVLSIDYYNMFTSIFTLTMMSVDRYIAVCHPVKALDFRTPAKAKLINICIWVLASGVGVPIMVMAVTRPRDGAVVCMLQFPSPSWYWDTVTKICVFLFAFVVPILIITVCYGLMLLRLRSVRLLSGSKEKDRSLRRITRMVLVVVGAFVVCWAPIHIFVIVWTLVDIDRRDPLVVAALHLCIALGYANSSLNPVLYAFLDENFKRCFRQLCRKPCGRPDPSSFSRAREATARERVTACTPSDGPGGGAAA
PKA-R1A act: activates the PKA-R1A holoenzyme complex | PKA-R1A dissociation, Cy5-IP20 fluorescence polarization; scaled: DMSO 0%, 113 µM cGMP 100% | activation, % at 11.4 µM | 340,000 compounds, 0.083% hits;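 active = percent activation above the mean of all tested compounds plus 3 SD, cut at about 19% in these data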;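 also: higher means more PKAc released from R1A so a rise in polarization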
OPRM1-OPRD1 ag: OPRM1-OPRD1 heterodimerization agonism. 340,000 compounds, 0.3% hits. AID 504326. P35372+P41143. activation, % at 9.3 µM. cells, luminescence; in the data active = activation above about 18%;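 also: 0% = vehicle-treated cells and 100% = reference agonist; values of inactives mirror those of a sister screen read the other way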
DSG3 Ab inh: inhibitors of pemphigus antibody binding to human desmoglein-3 | DSG3-coupled beads, scFv-anti-DSG3-GFP binding, flow cytometry; hits give low values | P32926 | 310,000 compounds, 0.48% hits | binding (percent of control), % at 10 µM | AID 588358;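 active = binding more than 3 SD below its plate's average and above zero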;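 also: hits lower antibody fragment binding to DSG3; some compounds called inactive have numbers as strong as hits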
The depositor's hits bear a star; x = no result given.

SMILES	HTR5A inv ag	PKA-R2B act	V-ATPase pHluor	Arrestin-AP2 inh	DAGLB inhibitor	HTR5A ag	OPRM1-OPRD1 inv	PKA-R1A act	OPRM1-OPRD1 ag	DSG3 Ab inh
Cc1cc(=O)[nH]c(SCC(=O)Nc2ccc(C(=O)O)cc2)n1	6	-9	-4	10	0	1	7	-4	-1.2	108
COc1ccc2c(CC(=O)N(C)CC3COc4ccccc4O3)coc2c1 (stereo not drawn)	-6	-8	-1	-7	0	2	5	-3	-0.9	x
COc1ccc2c(c1)OC[C@H]1[C@@H]2N2C(=O)[C@@H](C)NC(=O)[C@@]2(C)[C@H]1c1ccccc1	25	-11	-4	-1	-2	1	12	-12	-2.0	98
CCC(CC)C(=O)N(c1ccc(F)cc1)C1C=CS(=O)(=O)C1 (stereo not drawn)	11	-13	-4	-7	-2	-4	13	-1	-2.4	83*
C[C@H]1CN([C@@H](C)CO)C(=O)CCCn2cc(nn2)CO[C@@H]1CN(C)C(=O)Nc1ccnc(N2CCOCC2)c1	x	6	-2	x	-2	x	x	-4	x	108
CC1CCCC(C)N1C(=O)COC(=O)CCC1CCCC1 (stereo not drawn)	-2	-4	6	37	-2	1	7	-1	-1.0	112
O=C(COC(=O)Cc1ccccc1F)NNC(=O)c1ccc([N+](=O)[O-])cc1	-9	-12	4	-1	2	4	11	3	-2.1	97
Cc1ccc(NC(=O)c2cc(-c3ccco3)nc3ccccc23)cc1S(=O)(=O)N1CCOCC1	11	-7	4	9	4	-2	0	-15	0.0	90
COc1ccc(/C(C)=N/OCC(=O)N=Nc2c(O)[nH]c3ccccc23)cc1	-11	2	0	2	0	-2	0	-6	0.0	76
O=C(C1CCN(S(=O)(=O)c2cccc3nsnc23)CC1)N1CCN(c2ccccc2F)CC1	-10	4	4	-1	3	5	2	0	-0.4	78
O=C(NC1C2CC3CC(C2)CC1C3)c1ccc(N2CCNCC2)c([N+](=O)[O-])c1 (stereo not drawn)	-13	-3	6	9	5	4	3	6	-0.5	97
CN1CCN(Cc2cccc3ncccc23)CC1CCO (stereo not drawn)	13	12	5	47	-1	-4	6	-2	-1.2	123
Cc1ccc(N(C)S(=O)(=O)c2ccc3[nH]cc(C(=O)NCCCN4CCOCC4)c(=O)c3c2)cc1C	-13	4	-1	-17	0	3	0	-12	0.0	108
CC(C)C(=O)N1CCN(c2ccc([N+](=O)[O-])c(NC(C)c3ccccc3)c2)CC1 (stereo not drawn)	14	-7	3	-1	1	-5	10	-2	-1.8	107
O=C(NCCCN1CCCCC1)c1ccc2c(c1)NC(=O)C(N1CCCCC1)S2 (stereo not drawn)	13	-3	0	21	0	-5	10	-2	-1.7	107
N#CC1=C2SCN(c3ccc(F)cc3)CN2C(=O)CC1c1cccc(F)c1 (stereo not drawn)	-26	-17	4	29	5	-2	8	-7	-1.3	101
COc1cccc(/C=N/NC(=O)c2cc(-c3cccn3C)n[nH]2)c1O	-28	-4	6	-2	2	4	-3	-5	0.5	94
C/C(=N\NC(=O)CN(c1ccccc1Br)S(C)(=O)=O)c1ccc2c(c1)OCCO2	-1	-2	-1	x	-3	0	4	9	-0.7	96
C=C(C)Cn1c(SCC(=O)O)nc2c1c(=O)[nH]c(=O)n2C	-26	-3	-3	4	3	9	-1	-6	0.2	98
Cc1ccc(-n2nc3c(N4CCC(C(=O)NCCc5ccccc5C)CC4)nnc(C)c3c2C)cc1	-31	2	-4	28	0	8	-46	-20	8.8	112
CSC(=NC#N)N1CCN(C(c2ccccc2)c2ccccc2)CC1	1	-3	-2	-3	-1	0	3	7	-0.6	108
CC(=O)Nc1c(-c2ccccc2)c2cc(Br)ccc2[nH]c1=O	-7	-7	-1	-6	0	2	8	-2	-1.6	97
CCOC(=O)COc1coc(CN2CCN(c3ccc(F)cc3)CC2)cc1=O	11	-4	-2	-5	1	2	19	-18	-3.5	x
Cc1cc(C(=O)OCC(=O)NCc2ccc(Cl)cc2)c(C)o1	0	11	6	31	3	0	2	8	-0.4	98
Cc1c(C(=O)N2CCCCC2)c(S(=O)(=O)N2c3ccccc3CC2C)c(C)n1C (stereo not drawn)	20	8	0	-16	1	-3	13	2	-2.5	108
COc1cc2ccccc2cc1C(=O)N1CC(C)OC(C)C1 (stereo not drawn)	8	-12	4	-5	0	1	-6	-2	1.0	113
FC(F)(F)c1ccc(N2CCN(c3cc(-c4ccccc4)nc4ncnn34)CC2)nc1	9	9	1	-9	0	1	-3	-6	0.6	100
CCN(CC)S(=O)(=O)c1c(Br)cc(C)cc1Br	1	-3	0	-8	-8	0	-4	-11	0.7	101
COC(=O)C(C(=O)Nc1cccc(C)n1)C1CCCCCC1 (stereo not drawn)	-3	-2	3	28	0	1	8	-4	-1.6	106
O=C(CCC(=O)N1CCSc2ccccc21)NC1CCCCC1	-1	3	-1	5	-6	0	1	1	-0.1	113
O=C(COc1nc2ccccc2nc1N1CCOCC1)Nc1ccc(S(=O)(=O)N2CCCC2)cc1	3	-3	-1	7	-4	0	2	-10	-0.5	91
COc1ccc(NC(=S)N(CCc2nc3cc(C)c(C)cc3[nH]2)Cc2cccnc2)cc1	1	-12	0	-9	3	0	-15	-14	2.5	97
NC(=O)[C@@H]1CCCN1C(=O)c1ccc2oc(CCc3ccccc3)nc2c1	8	-5	-2	22	-1	-5	13	-2	-2.4	98
Fc1cccc(Nc2nc3ccccc3n3nnnc23)c1	-14	-6	1	8	-5	5	-15	-13	2.6	106
CCCc1cc(=O)n2[nH]c(C)c(-c3ccccc3OC)c2n1	x	-3	-2	x	2	x	x	3	x	101
O=C(NCc1ccc2c(c1)OCO2)c1cccc(F)c1	-8	-8	1	-4	-1	3	11	2	-2.0	108
CN(CC(=O)NCC1CCCO1)S(=O)(=O)c1ccc(Br)cc1 (stereo not drawn)	3	-18	-3	1	-1	1	5	-8	-0.7	104
CC(=O)n1cc([C@@H]2C=C(C(=O)N3CCOCC3)O[C@H](OCCCCO)C2)c2ccccc21	-7	-6	-3	-3	-1	1	6	15	-1.1	100
COc1ccc(NC(=O)Cc2ccccc2)cn1	0	-7	0	-18	0	0	8	3	-1.6	105
COc1ccccc1NS(=O)(=O)c1ccc2oc(SC3CCOC3=O)nc2c1 (stereo not drawn)	-24	-8	2	3	0	6	-2	-5	0.3	94
CN(CC(=O)Nc1ccc(F)c(F)c1F)C(=O)C1COc2ccccc2O1 (stereo not drawn)	15	1	3	0	1	-6	3	14	-0.7	93
O=C(NCCCN1CCCC1=O)C(=O)NCC1OCCN1S(=O)(=O)c1cc(F)ccc1F (stereo not drawn)	x	-13	1	x	-1	x	x	1	x	101
Cc1ccc(S(=O)(=O)CCC(=O)Nc2nc(-c3ccncc3)cs2)cc1	-13	2	-2	-12	0	3	11	-15	-2.1	96
C=CCNC(=O)COC(=O)c1oc2ccccc2c1CSC1CCCCC1	1	-9	0	-13	-4	0	-7	-2	1.4	110
CO/N=C/c1cc([N+](=O)[O-])ccc1Sc1ccc(C)cc1	9	-2	5	12	-15	-3	3	8	-0.5	97
O=C(NCC1COc2ccccc2O1)c1ccc(NC(=O)C2CCCO2)cc1 (stereo not drawn)	1	8	-1	6	2	1	8	-7	-1.4	102
O=C(CSc1nccc2ccccc12)N1CCN(Cc2ccc3c(c2)OCO3)CC1	-20	-9	-1	32	-2	3	13	-15	-2.5	91
CCOc1ccc(NC(=O)CCCN2C(=O)C(c3ccccc3)Oc3cccnc32)cc1 (stereo not drawn)	7	3	1	6	1	-2	11	-8	-2.0	101
CCC(C(=O)Nc1nnc(-c2ccco2)s1)c1ccccc1 (stereo not drawn)	-11	-3	-3	-3	-1	8	-20	-2	4.5	116
CC(=O)N1CCN(S(=O)(=O)c2cccc(C(=O)NCCc3ccc(Cl)cc3)c2)CC1	-6	-1	-3	14	-3	2	-1	12	0.2	106
CCOc1ccc2nc(SCC(=O)NCC3CCCO3)c(C#N)cc2c1 (stereo not drawn)	8	-11	2	-47	2	-3	8	2	-1.4	106
CC(C)(C)CC(=O)Nc1ccc(-c2cn3cccnc3n2)cc1	0	0	2	10	0	0	3	4	-0.7	101
CC1CCCCN1C(=O)c1ccc(Br)o1 (stereo not drawn)	-1	4	4	7	-2	6	4	-4	-0.7	x
On1cnnc1-c1ccccc1	7	4	3	-5	-2	1	12	-6	-2.9	109
COC(=O)c1ccc(C(=O)OC)c(NC(=O)CCc2ccc(C)o2)c1	-32	-7	2	-13	-6	12	1	-4	-0.1	x
CCCN1CCN(S(=O)(=O)c2ccc(OC)c(Br)c2)CC1	-1	8	6	19	-8	7	-3	-6	0.7	107
O=C(O)COc1ccccc1/C=N/NC(=O)CN1CCN(S(=O)(=O)c2ccc(Br)cc2)CC1	6	-2	-1	7	1	-2	-12	3	2.3	100
COc1cc(NS(=O)(=O)c2ccc(-c3ccc(=O)[nH]n3)o2)cc(OC)c1OC	14	13	2	-3	1	9	6	-1	-1.2	96
NC(=O)c1cc[n+](CC(=O)NC(=O)Nc2ccccc2)cc1	3	-10	2	-5	-1	-1	7	10	-1.9	101
CCNc1nc(NCC)n2c(SCc3nc4ccccc4c(=O)[nH]3)nnc2n1	1	0	1	3	0	1	15	-1	-2.6	103

(cont.)
SMILES	HTR5A inv ag	PKA-R2B act	V-ATPase pHluor	Arrestin-AP2 inh	DAGLB inhibitor	HTR5A ag	OPRM1-OPRD1 inv	PKA-R1A act	OPRM1-OPRD1 ag	DSG3 Ab inh
CC(C)c1ccc(NC(=O)CC2Oc3ccccc3NC2=O)cc1 (stereo not drawn)	3	-10	-1	3	-1	-1	6	-1	-1.4	102
Cc1ccc(CNC(=O)C(=O)NCC(c2ccco2)N2CCOCC2)cc1 (stereo not drawn)	3	-6	8	-6	-5	4	1	0	-0.2	91
COc1ccc(CN2CCN(C(=O)CCC(=O)Nc3nnc(CC(C)C)s3)CC2)cc1F	8	-1	0	2	2	3	10	5	-1.9	113
CN1C(=O)CC(N2CCN(c3ncccn3)CC2)C1=O (stereo not drawn)	16	-10	0	-2	0	-4	4	0	-0.7	101
CC(C)C[C@H](NC(=O)NCc1ccc(F)cc1)C(=O)O	-15	2	0	19	0	2	10	-6	-2.0	85

3 compounds picked at random from the list so far, as already listed:
SMILES	HTR5A inv ag	PKA-R2B act	V-ATPase pHluor	Arrestin-AP2 inh	DAGLB inhibitor	HTR5A ag	OPRM1-OPRD1 inv	PKA-R1A act	OPRM1-OPRD1 ag	DSG3 Ab inh
CN(CC(=O)NCC1CCCO1)S(=O)(=O)c1ccc(Br)cc1 (stereo not drawn)	3	-18	-3	1	-1	1	5	-8	-0.7	104
CCCN1CCN(S(=O)(=O)c2ccc(OC)c(Br)c2)CC1	-1	8	6	19	-8	7	-3	-6	0.7	107
O=C(O)COc1ccccc1/C=N/NC(=O)CN1CCN(S(=O)(=O)c2ccc(Br)cc2)CC1	6	-2	-1	7	1	-2	-12	3	2.3	100

Screening results (PubChem)
